MBNL1-CUG inh: inhibitors of human MBNL1 binding to CUG repeat RNA; Q9NR56; TR-FRET MBNL1-His/biotin-(CUG)12 binding, 665/545 ratio; Potency, µM (highest dose often 57.5 µM), inactives show at the highest dose activity change, negative = inhibition, actives largely listed as inhibitors; actives 0.036% (n = 280,000); AID 2675; active = well fitted inhibition curve with a large enough effect in the signal ratio, with a control signal flat, not every such curve was filed as active; inconclusive = small, poorly fitted or top-dose-only effect, or effect the other way, or a change in a side signal; inactive = no such curve, though single readings can be large or run the other way; the % refers to the signal ratio; note: potency is the fitted concentration of half-maximal effect; % is set by controls: 0 for no effect and ±100 for the full control effect
Target sequence (Q9NR56 whole entry, looked up): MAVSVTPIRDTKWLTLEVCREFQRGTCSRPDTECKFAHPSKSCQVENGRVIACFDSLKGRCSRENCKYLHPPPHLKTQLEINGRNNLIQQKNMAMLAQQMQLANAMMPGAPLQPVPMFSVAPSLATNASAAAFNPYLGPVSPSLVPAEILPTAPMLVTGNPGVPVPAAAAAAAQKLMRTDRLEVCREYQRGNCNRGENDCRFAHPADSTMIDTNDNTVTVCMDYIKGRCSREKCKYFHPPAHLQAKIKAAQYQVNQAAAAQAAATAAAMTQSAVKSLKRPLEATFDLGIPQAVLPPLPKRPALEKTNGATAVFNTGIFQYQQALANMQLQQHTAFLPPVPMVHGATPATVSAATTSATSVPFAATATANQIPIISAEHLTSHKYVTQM
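Inhibition of protein-RNA binding appears as loss of TR-FRET between terbium anti-His antibody on MBNL1-His and streptavidin-XL665 on biotin-(CUG)12. Activity is normalized to buffer-only and uninhibited-complex controls.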
Mito fusion yeast: blocks mitochondrial division or promotes mitochondrial fusion. actives 0.23% (n = 320,000). S. cerevisiae fusion-defective mutant growth rescue, CellTiterGlo 48 h. AID 485298. Potency, µM (highest dose often 46.1 µM), inactives show at the highest dose growth rescue (activation), usual class: activators;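 note: potency is the fitted concentration of half-maximal effect; % of control where 0% means no effect; nearly all actives have a fitted effect of over 45% in size; temperature-sensitive fusion mutants such as fzo1-1 at 37 °C on non-fermentable ethanol glycerol medium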
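Luminescent cell viability in 1536-well qHTS format served as the measure of rescued growth in ts fusion-mutant S. cerevisiae cultured on non-fermentable YPEG for 48 hours at 37C.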
TSG101-PTAP inh: blocks PTAP/TSG101 interaction to inhibit HIV-1 budding | Potency, µM (top dose mostly 115 µM), without a hit: at the highest dose activity change, negative = inhibition, usual class: inhibitors | 340,000 tested, under 10 active | Fluorescence polarization, FITC-PTAP peptide / Tsg101 binding | Q99816 | AID 493005; active = well fitted inhibition curve with a large enough effect in the main read-out, with a control signal flat, not every such curve was filed as active; inconclusive = small, poorly fitted or top-dose-only effect, or effect the other way, or a change in a side signal; inactive = no such curve, though single readings can be large or run the other way; note: potency is the fitted concentration of half-maximal effect; % of control where 0% means no effect
Target sequence (Q99816 whole entry, looked up): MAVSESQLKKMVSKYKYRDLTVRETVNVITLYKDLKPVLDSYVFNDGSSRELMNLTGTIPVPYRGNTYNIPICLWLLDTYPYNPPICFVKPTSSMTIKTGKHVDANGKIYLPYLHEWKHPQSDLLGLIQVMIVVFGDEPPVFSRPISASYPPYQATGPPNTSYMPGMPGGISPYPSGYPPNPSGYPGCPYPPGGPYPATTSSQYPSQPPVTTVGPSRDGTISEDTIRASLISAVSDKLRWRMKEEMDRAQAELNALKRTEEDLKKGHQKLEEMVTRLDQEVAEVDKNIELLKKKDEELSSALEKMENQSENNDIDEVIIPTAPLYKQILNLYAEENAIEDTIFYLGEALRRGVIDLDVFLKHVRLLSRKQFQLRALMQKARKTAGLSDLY
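Compounds were pin-transferred onto Tsg101 binding domain (10 uM final) in HEPES pH 7.5 buffer, then FITC-PTAP peptide was added at 50 nM final. After 20 min at RT, polarization reported peptide displacement across a qHTS concentration series.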
Menin-MLL TR inh: inhibitors of human menin-MLL interaction, mutant MLL peptide. Potency, µM (series often up to 61.6 µM), for inactives: top-dose FP activity change, negative = inhibition, usual class: inhibitors. O00255. actives 0.23% (n = 270,000). Menin + Texas Red MLL mutant peptide, fluorescence polarization; active = well fitted inhibition curve with a large enough effect in the polarisation, with a control signal flat, not every such curve was filed as active; inconclusive = small, poorly fitted or top-dose-only effect, or effect the other way, or a change in a side signal; inactive = no such curve, though single readings can be large or run the other way; the % refers to the polarisation; note: potency is the fitted concentration of half-maximal effect; % of control where 0% means no effect; many of its hits are not listed in these tables
A-T KAP1 phos: potential ataxia-telangiectasia treatment | AID 485349 | actives 0.19% (n = 320,000) | […] A-T fibroblasts, KAP-1 phosphorylation AlphaLISA; neocarzinostatin DNA damage 30 min before lysis | Potency, µM (series often up to 57.5 µM), without a hit: top-dose activation, most hits filed as activators; note: potency is the fitted concentration of half-maximal effect; % of control where 0% means no effect; nearly all actives have a fitted effect of over 45% in size
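ATM-like activity read as KAP-1 phosphorylation via AlphaLISA donor/acceptor antibody pairs after lysis and 6 hr at 25C. Cells were ATM-null patient fibroblasts ([…], hTERT), dosed 60 min, then exposed to the DSB inducer NCS for 30 min.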
Integrin act MD: activators of alpha7 integrin expression for muscular dystrophy; alpha7betagal myoblasts, beta-gal FDG fluorescence, 48 h; Potency, µM (titrated, usually from 38.3 µM), without a hit: at the highest dose activation, most hits filed as activators; actives 0.064% (n = 350,000);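 note: potency is the fitted concentration of half-maximal effect; 100% = response of the positive control SU9516; nearly all actives have a fitted effect of over 60% in size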
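Alpha7betagal+/- myoblasts (passage 13) were plated 16-24 hr, then exposed to compounds (1:260 dilution of DMSO stock) for 48 hours at 37C. After MPER lysis, β-galactosidase reporter activity was read as FDG fluorescence (ex 480/em 540) after 30 minutes.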
TCR activator: activators of T cell receptors; primary human leukocytes, anti-CD3, IL-2 HTRF, 48 h; Potency, µM (titrated, usually from 9.22 µM), without a hit: at the highest dose activation of IL-2 secretion, hits mostly activators; 330,000 tested, under 10 active; AID 504894; note: % of control where 0% means no effect
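48 hr co-incubation of compounds, a-CD3 beads and primary human leukocytes; IL-2 quantified homogeneously by HTRF with anti-IL-2 K and d2 conjugates.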
ASM inhibitor: blocks human secretory acid sphingomyelinase; P17405; placental ASM, HMU-PC fluorogenic substrate, 60 min; Potency, µM (top dose mostly 57.5 µM), for the others: at the top dose activity change, negative = inhibition, most hits filed as inhibitors; actives 0.006% (n = 340,000); note: potency is the fitted concentration of half-maximal effect
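Fluorogenic HMU-PC substrate (9 uM final) is turned over by placental ASM in 60 min at 37 C after a 10 min compound preincubation. Reaction ended by alkaline stop (pH 10), with fluorescence read at 386/447 nm.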
MLL CXXC-DNA inh: MLL CXXC-DNA interaction inhibition. actives 0.037% (n = 290,000). AID 2662. MLL-CXXC / FITC-HOXA9 DNA fluorescence polarization. Potency, µM (series often up to 115 µM), for the others: top-dose activity change, negative = inhibition, actives largely listed as inhibitors; active = well fitted inhibition curve with a large enough effect in the polarisation, with a control signal flat, not every such curve was filed as active; inconclusive = small, poorly fitted or top-dose-only effect, or effect the other way, or a change in a side signal; inactive = no such curve, though single readings can be large or run the other way; the % refers to the polarisation; note: potency is the fitted concentration of half-maximal effect
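Fluorescence polarization: 7 uM MLL-CXXC (stock) preincubated 5 min with compounds, then 50 nM fluorescein-HOX-A9 DNA (stock) added; 30 min ambient. Buffer 50 mM Tris-HCl pH 7.5, 50 mM NaCl, 1 mM DTT, 0.05% BSA.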
TSHR antagonist: blocks TSH signaling through the human TSH receptor; TSHR-expressing cells, TSH-stimulated cAMP HTRF, 2 h; hits give low values; P16473; activity change, negative = inhibition, % at 11.5 µM; AID 504810; actives 0.2% (n = 330,000);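 active = activity change below a set negative limit, meaning inhibition stronger than a set level, cut at about -70% in these data; inconclusive = activity change between two set negative limits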; note: % is set by controls: 0 for no effect and ±100 for the full control effect
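Inhibition of cAMP made by TSHR-expressing cells under TSH stimulation (4nM final, EC80; 2 h, 37 deg C) is quantified with a one-step lysis HTRF kit, anti-cAMP cryptate versus cAMP-d2.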
Starred values were filed as active, the others as inactive; i = inactive; u = inconclusive; x = no result given; & = joins results of further samples; [ ] = another dose, or the depositor's remark. Unless noted, calls come from the whole dose curve; as a rule, active = well fitted curve in the direction sought with a large enough effect; inconclusive = small, poorly fitted or top-dose-only effect, or another doubt; inactive = no such curve, though single readings can be large; an effect the other way counts as inactive or inconclusive.

SMILES	MBNL1-CUG inh	Mito fusion yeast	TSG101-PTAP inh	Menin-MLL TR inh	A-T KAP1 phos	Integrin act MD	TCR activator	ASM inhibitor	MLL CXXC-DNA inh	TSHR antagonist
COc1cc(C2Nc3ccc4ncccc4c3C3=C2C(=O)CCC3)ccc1O (stereo not drawn)	u	7%	-2%	5%	16%	-24%	1%	38%[activator]	1%	2
CCN(C(=O)COC(=O)/C=C/c1ccccc1)C1CCCCC1	7%	13%	-1%	-23%	1%	-14%	1%	-2%	-6%	-6
O=c1[nH]c(/C=C/c2ccc(Br)cc2)nc2ccccc12	-2%	-3%	3%	16%	1%	u	4%	8%	31%[activator]	-2
Cn1c(O)c(C=NC(CC(N)=O)C(=O)O)c(=O)n(C)c1=O (stereo not drawn)	-9%	-8%	x	-2%	5%	x	x	x	-3%	1
CS(=O)(=O)N(CC(=O)N1CCOCC1)c1ccc(Cl)cc1	0%	2%	-3%	1%	7%	u	-44%	4%	3%	6
O=C(N/N=C\c1cccs1)c1sccc1-n1cccc1	u	-6%	-1%	14%	-6%	-15%	7%	0%	4%	23
CC(=O)Nc1cccc(NC(=O)c2ccco2)c1	-9%	-2%	-3%	-1%	0%	-24%	3%	-1%	5%	9
COc1cc(C(=O)Nc2cc(C)c(OCC(=O)N3CCOCC3)c(C)c2)cc(OC)c1OC	-8%	-7%	-1%	-8%	10%	7%	0%	1%	5%	26
CC(C)OC(=O)c1cc2c(ccn2C)n1CC(=O)N(Cc1ccccc1)c1ccccc1	0%	10%	-3%	-1%	6%	-45%	-1%[46.1 µM]	-6%	6%	12
Cc1c(C)c2c(OCC(=O)N[C@@H](C(=O)O)c3ccccc3)cc3c(c2oc1=O)CCC(C)(C)O3	27%	1%	2%	-3%	12%	21%	-9%	70%[activator]	7%	-8
COc1cc2[nH]c(=O)n(CCCC(=O)NCCc3ccccc3)c(=O)c2cc1OC	5%	0%	-3%	-2%	4%	2%	-2%	2%	-7%	-4
Cc1ccccc1-n1c(SCC(=O)Nc2cccc3ccccc23)nc(O)cc1=O	3%	4%	-7%	55%[activator]	-5%	u	-4%	-1%	-6%	-17
CCOc1ccc(/C=C2\SC(=S)N(CCCC(=O)NCCCN3CCOCC3)C2=O)cc1	u	10%	-1%	-10%	3%	-51%[inhibitor]	-5%	-17%	-7%	5
CN(CC(=O)Nc1ccccc1Cl)C(=O)c1cc(-c2cccs2)nn1-c1ccccc1	x	11%	-1%	x	3%	3%	-5%	x	x	-8
CCOc1ccc(-c2c(C(=O)N/N=C(\C)c3cccnc3)nnn2-c2nonc2N)cc1	-8%	-7%	-3%	-11%	1%	-36%	-5%	2%	2%	4
O=C(Cn1c2ccccc2c2nc3n(c(=O)c21)CCS3)N1CCCC1	u	11%	-2%	x	13%	0%	-4%	5%	-10%	36
CNC(=S)NCCc1ccccc1	-4%	-4%	-1%	x	4%	-24%	-9%	1%	1%	-3
Fc1cccc(CNc2ncnc3ccc(-c4ccc5c(c4)OCO5)cc23)c1	x	u	-9%	x	9%&-7%	x	-4%	-6%	x	1&6
Cc1ccc(-c2nc3ccccc3c(=O)o2)cc1	-7%	0%	-1%	16%	-3%	u	x	1%	-4%	-11
O=C(CS(=O)(=O)c1ccc(F)cc1)N1CCOCC1	9%	-1%	1%	x	8%	-20%	0%	1%	12%	-3
O=C1CCC([N+](=O)[O-])C(c2ccc(Cl)cc2)N1 (stereo not drawn)	-6%	-1%	0%	16%	2%	-15%	-3%	2%	-16%	1
c1ccc(CN2CCC(CNc3ncnc4ccccc34)C2)cc1 (stereo not drawn)	x	x	-7%	x	x	-39%[inhibitor]	2%	-2%	x	x
OC(COc1ccccc1)Cn1cc(Br)cn1 (stereo not drawn)	9%	5%	1%	0%	-7%	30%	-5%	-2%	3%	1
CCOC(=O)c1cc(C(=O)OCC)c2ccccn2c1=O	u	6%	-4%	-10%	19%	-1%	-6%	i	-2%	2

One compound at a time (already shown). Values in the order: MBNL1-CUG inh | Mito fusion yeast | TSG101-PTAP inh | Menin-MLL TR inh | A-T KAP1 phos | Integrin act MD | TCR activator | ASM inhibitor | MLL CXXC-DNA inh | TSHR antagonist
`OC(COc1ccccc1)Cn1cc(Br)cn1` (stereo not drawn) reads 9% | 5% | 1% | 0% | -7% | 30% | -5% | -2% | 3% | 1
`c1ccc(CN2CCC(CNc3ncnc4ccccc34)C2)cc1` (stereo not drawn) reads x | x | -7% | x | x | -39%[inhibitor] | 2% | -2% | x | x
`CNC(=S)NCCc1ccccc1` reads -4% | -4% | -1% | x | 4% | -24% | -9% | 1% | 1% | -3
`O=C(Cn1c2ccccc2c2nc3n(c(=O)c21)CCS3)N1CCCC1` reads u | 11% | -2% | x | 13% | 0% | -4% | 5% | -10% | 36
`CCOc1ccc(-c2c(C(=O)N/N=C(\C)c3cccnc3)nnn2-c2nonc2N)cc1` reads -8% | -7% | -3% | -11% | 1% | -36% | -5% | 2% | 2% | 4

(list continues)
SMILES	MBNL1-CUG inh	Mito fusion yeast	TSG101-PTAP inh	Menin-MLL TR inh	A-T KAP1 phos	Integrin act MD	TCR activator	ASM inhibitor	MLL CXXC-DNA inh	TSHR antagonist
CC(=O)Nc1ccc(NC(=O)CSc2nnc(NC(=O)c3ccc(Br)o3)s2)cc1	4%	-2%	x	x	37%	-16%	4%	-7%	-3%	11
O=C(c1ccco1)N1CCC(c2nc3c(nnn3Cc3ccccc3Cl)c(=O)[nH]2)CC1	-4%	3%	3%	-19%	-10%	18%	-5%	-3%	3%	-21
CC(NC(=O)CN1CCOCC1)c1ccccc1 (stereo not drawn)	-4%	0%	2%	12%	-10%	8%	0%	-1%	-1%	2
CC(C)Cc1cc(C(=O)Nc2ccc3c(c2)OCO3)no1	-11%	7%	0%	1%	6%	-23%	0%	4%	4%	-6
CC(=O)NS(=O)(=O)c1ccc(NS(=O)(=O)c2ccc(F)cc2)cc1	4%	0%	0%	-1%	5%	5%	-2%	4%	-5%	-7
OC(COc1ccccc1)CN1CCN(Cc2ccc3c(c2)OCO3)CC1 (stereo not drawn)	-5%	-7%	2%	-3%	-6%	-1%	-2%	4%	0%	14
O=C1CC(c2ccccc2)CC(O)=C1C=NCCCO (stereo not drawn)	1%	2%	-1%	6%	7%	-7%	-4%	0%	0%	-5
COc1ccc(C(=O)Nc2nnc(SCC(=O)Nc3ccc(NC(C)=O)cc3)s2)c(OC)c1	u	2%	1%	x	-4%	1%	2%	-1%	11%	9
CC1=CC(C)(C)N(S(=O)(=O)c2ccc(F)cc2)c2ccccc21	-2%	-6%	-3%	-5%	3%	-10%	0%	-2%	-3%	-37
C/C(=N/NC(=O)CN1CCN(S(=O)(=O)c2ccc(Br)cc2)CC1)c1cccnc1	x	-3%	1%	-12%	-6%	4%	1%[46.1 µM]	3%	-5%	11
CC(=O)c1cccc(NC(=S)NC(=O)CC(C)C)c1	-2%	0%	-6%	x	5%	-12%	-129%	-1%	0%	-3
CCOC(=O)CNC(=O)c1ccc(C#CC2(O)CCCCC2)cc1	-7%	0%	-4%	1%	21%	-8%	-14%[46.1 µM]	1%	3%	-5
CC1(C)CC(=O)C=C(c2ccc(-c3ccccc3)cc2)C1	x	20%	-5%	x	2%	18%	-1%	12%	x	-32
CC(=O)Nc1c(C(=O)NCc2ccccc2)nnn1Cc1ccccc1	-5%	1%	0%	-5%	-2%	14%	3%	2%	4%	-11
COc1ccc(C2CC(c3ccc(Cl)cc3Cl)Nc3nc(N)nn32)cc1 (stereo not drawn)	u	-1%	-8%	-10%	26%	26%	-3%	-6%	9%	15
Cc1cc(C(=O)N2CCc3ccccc3C2)on1	5%	1%	-7%	3%	0%	29%	2%	-3%	-1%	2

Assay outcomes deposited in PubChem by National Center for Advancing Translational Sciences (NCATS).

This is a subset. The share of hits here may be higher or lower than overall.
